Bioassay records deposited in PubChem BioAssay by Sanford-Burnham Center for Chemical Genomics.
CHOP UPR activ = activators of apoptotic arm of unfolded protein response (CHOP) | CHO-CHOP luciferase reporter, UPR activation, luminescence; percent of tunicamycin response over DMSO baseline | activation, % at 10 µM | 330,000 compounds, 0.34% hits;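 active = at 10 µM dose, activation of 40% or more, normalized to positive control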;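 also: 100% = tunicamycin at 10 µg/mL and 0% = DMSO alone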
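Material: CHO-CHOP cells, stable luciferase reporter of PERK-eIF2a-CHOP signalling; quantity: 500 reporter cells seeded per well; buffer or medium: F12 medium containing 10% fetal bovine serum; compound: one dose, 10 µM in 0.5% DMSO; incubation: 6 h compound treatment, 37 °C; measured by: Steady-Glo luciferase luminescence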
NLRP3 yeast inh = blocks the NALP3 inflammasome reconstituted in yeast; 330,000 compounds, 0.39% hits; inhibition, % at 10 µM; AID 2825; Yeast reconstituted NLRP3/ASC/caspase-1, beta-gal luminescence, 24 h;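 active = inhibition of 50% or more; inactive = inhibition below 50%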;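 also: plate controls were induced DMSO wells for no effect and uninduced yeast grown without galactose for full effect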
APJ ag = agonists of human APJ apelin receptor; CHO-K1 APJ PathHunter beta-arrestin, luminescence; 0% DMSO wells, 100% apelin; activation, % at 20 µM; P35414; 330,000 compounds, 0.11% hits;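 active = activation more than six SD over the plate average, tested at 20 µM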;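 also: 0% = DMSO alone and 100% = apelin-13 at 10 nM; some results filed as inactive read as strong as hits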
Target sequence (P35414 whole entry, looked up): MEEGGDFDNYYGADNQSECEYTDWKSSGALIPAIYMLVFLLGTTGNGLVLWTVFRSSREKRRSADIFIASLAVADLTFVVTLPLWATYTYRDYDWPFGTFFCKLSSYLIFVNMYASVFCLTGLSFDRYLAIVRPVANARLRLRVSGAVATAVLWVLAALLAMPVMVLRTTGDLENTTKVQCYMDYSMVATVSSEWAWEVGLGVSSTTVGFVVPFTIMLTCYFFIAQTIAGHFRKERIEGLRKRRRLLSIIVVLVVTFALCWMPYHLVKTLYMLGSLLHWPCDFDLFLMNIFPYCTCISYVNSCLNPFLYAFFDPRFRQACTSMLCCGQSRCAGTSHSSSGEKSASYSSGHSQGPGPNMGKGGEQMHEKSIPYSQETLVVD
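Test system: CHO-K1 APJ beta-arrestin complementation cell line | Compound: Single test compound dose, 20 µM final, 1% DMSO | Incubation: Compound 90 min 25 °C, reagent 1 h | Measured by: beta-gal luminescence | Read-out basis: APJ–arrestin association signal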
XBP1 UPR activ = activators of adaptive arm of unfolded protein response (XBP1) | CHO-XBP1 luciferase reporter, IRE1-XBP1 UPR activation, luminescence; percent of tunicamycin response, DMSO as zero | 330,000 compounds, 0.33% hits | activation, % at 20 µM;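 active = versus positive control, 20 µM dose yields 30% or more activation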;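 also: 100% = tunicamycin at 10 µg/mL and 0% = DMSO only wells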
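Assay system: CHO-XBP1 luciferase reporter cells; Schedule: 6 h treatment, 37 °C; Detection: glow luminescence from Steady-Glo reagent; Benchmarks: high control tunicamycin 10 µg/mL final, low control DMSO vehicle only.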
TIM10 inh = inhibits growth of TIM10 yeast strain; S. cerevisiae TIM10 strain growth, BacTiter-Glo luminescence, 24 h; inhibition, % at 10 µM; 330,000 compounds, 1.4% hits;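 active = inhibition of 40% or more at the single tested concentration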;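 also: wild-type TIM10 isogenic control strain grown at permissive 25 °C; 0% = DMSO yeast wells and 100% = minimal medium wells without yeast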
tim10-1 inh = tim10-1 yeast growth inhibition; S. cerevisiae tim10-1 ts strain growth, BacTiter-Glo, 24 h; inhibition, % at 20 µM; 330,000 compounds, 2.2% hits; AID 463190;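 active = inhibition of at least 40%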;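 also: mutant grown at 25 °C; 0% = DMSO wells with yeast and 100% = wells holding no yeast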
Mdm2-MdmX inh = human Mdm2/MdmX binding inhibition | 330,000 compounds, 3% hits | SaOS-2 split-luciferase Mdm2/MdmX complementation, luminescence | AID 485346 | inhibition, % at 8 µM;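 active = inhibition of at least 50% at 8 µM in the primary screen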
NR3A LBD binder = NR3A (human) ligand-binding domain modulation; Tm shift relative to glycine control, % at 25 µM; 340,000 compounds, 2.5% hits; NR3A LBD differential scanning fluorimetry, Tm shift; 0% = protein alone, 100% = glycine-bound protein;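 active = melting temperature shift of at least 10% of the positive control shift, at one fixed dose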
tim23-1 inh = growth inhibitors of tim23-1 mutant yeast. 330,000 compounds, 1.3% hits. inhibition, % at 20 µM. AID 463212. S. cerevisiae tim23-1 growth, BacTiter-Glo luminescence, 24 h;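 active = growth inhibition of the mutant yeast at or above 50%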;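 also: temperature-sensitive mutant grown at 25 °C; plate controls were DMSO-treated mutant yeast for no effect and medium wells lacking yeast for full effect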
Starred values were filed as active, the others as inactive.

SMILES	CHOP UPR activ	NLRP3 yeast inh	APJ ag	XBP1 UPR activ	TIM10 inh	tim10-1 inh	Mdm2-MdmX inh	NR3A LBD binder	tim23-1 inh
CCOC(=O)C(=O)c1csc(NC(=O)COc2ccc(N(C)S(=O)(=O)c3ccc(F)cc3)cc2)n1	0.4	2.8	4.1	2.8	9.2	13.2	-10.0	-4.3	22.7
C/C(Cc1ccccc1)=N\NC(=O)CNC(=O)c1ccc2c(c1)OCCO2	2.0	20.7	-0.8	-2.8	10.0	20.6	18.3	12.5*	-8.6
Cc1ccc(S(=O)(=O)N2CCN(S(=O)(=O)N(C)C)CC2)cc1	0.7	2.7	0.4	1.6	-10.7	1.6	-8.0	2.4	6.1
O=C(O)C1=C[C@@H](c2ccc(Br)cc2)C[C@@H](OCCCCO)O1	0.0	7.0	-3.2	-2.2	-3.5	-14.0	19.5	0.6	5.3
CCC1=C(OC(=O)N(CC)CC)N2C(=O)OC(=NCC3CC3)[C@]2(Cc2ccccc2)[C@H]2C1=CC[C@H]1C(=O)N(c3ccccc3)C(=O)[C@H]12	2.9	20.1	-2.6	-1.7	16.2	21.9	29.6	-1.7	35.6
O=C(CSC1=NCCS1)NC(c1ccccc1)c1ccccc1	0.7	13.3	-3.8	8.1	8.9	18.9	-29.7	-0.5	7.3
CCc1ccc(S(=O)(=O)NCCc2csc(-c3cccnc3)n2)s1	-0.7	23.4	-6.7	-3.7	-0.5	0.7	23.0	-0.3	39.4
Clc1ccc(C2=Nn3c(Cn4nnc5ccccc54)nnc3SC2)cc1	1.6	1.1	-5.4	-0.7	1.2	15.1	17.8	5.2	2.1
CC(CCc1ccccc1)NC(=O)CSc1nc(N)cc(N)n1 (stereo unspecified)	-0.1	-1.2	0.2	0.5	-1.3	-2.3	18.1	0.8	11.8
CCn1c(SCC(=O)c2ccc(Cl)s2)nnc1-c1cccs1	6.6	2.1	-3.4	-0.8	9.2	31.1	-21.4	-1.8	21.2
Cc1cc(NC(=O)CSc2nnnn2-c2ccccc2C)no1	0.5	16.2	-1.4	-4.6	2.3	-1.1	-10.0	0.2	6.3
COc1ccc(S(=O)(=O)N2CCOC2CNC(=O)C(=O)NCc2cccnc2)cc1OC (stereo unspecified)	0.9	2.6	-2.9	-0.8	16.5	-9.1	-13.1	0.5	18.5
CC(=O)Nc1ccc(S(=O)(=O)Nc2nc3ccc(C)cc3s2)cc1	1.6	-4.8	-0.8	-0.2	8.3	-3.7	23.8	-4.5	-2.0
COc1ccc(S(=O)(=O)Nc2cccc(F)c2)cc1C	-2.0	30.4	-4.6	1.3	9.4	-9.5	3.2	-0.1	7.9
CCCCNC(=O)OC(C)CNC(=O)Oc1cccc(C)c1 (stereo unspecified)	-0.1	9.1	0.8	-1.4	1.5	18.2	2.9	2.4	14.7
CC/C(=C/c1sc2ccc(C)cc2[n+]1CCCS(=O)(=O)[O-])SC	-1.7	8.4	-4.4	-3.3	-13.9	-3.5	5.3	1.9	6.2
CC1Cc2ccccc2N1C(=O)COC(=O)Cc1ccc(F)cc1 (stereo unspecified)	2.2	29.6	7.4	0.8	-3.6	15.0	-10.3	-1.9	31.1
c1ccc2c(c1)ncn2CCCCOc1ccc2c(c1)CCC2	-1.3	15.0	-4.2	2.5	-0.4	22.7	13.9	0.1	9.3
COc1ccc(NC(=O)c2sc(N)nc2-c2ccccc2)cc1	0.1	10.6	-1.5	1.0	-0.8	12.5	20.9	-9.8	17.6
CCN(CC)S(=O)(=O)c1ccc(Cl)c(NC(=O)COc2ccc(OC)cc2[N+](=O)[O-])c1	0.2	6.7	-2.0	-1.5	0.1	5.1	0.7	1.0	0.8
COCCOC(=O)c1sc(=S)n(CCOC)c1N	5.2	3.4	-5.0	0.5	-8.0	9.4	24.0	0.0	3.3
Cc1ccc(C(=O)Nc2cccc(C(F)(F)F)c2)cc1NC(=O)c1csc(-c2ccncc2)n1	3.7	16.4	5.8	-4.1	-1.2	-9.0	18.4	5.3	1.0
CC(C)CCNC(=O)C1CCN(S(=O)(=O)c2ccc3c(c2)CC(C)N3C(=O)C2CCC2)CC1 (stereo unspecified)	1.2	-0.7	-4.0	-4.2	2.6	11.6	17.8	-1.0	1.1
Cc1cc(SCC(=O)OCC(=O)N(C)C2CCS(=O)(=O)C2)c(C)cc1Br (stereo unspecified)	-0.9	-6.4	-5.2	-4.0	6.8	0.0	-4.6	-0.5	4.7

Some of the entries so far, with two lines to a compound.
Results follow in this order: CHOP UPR activ | NLRP3 yeast inh | APJ ag | XBP1 UPR activ | TIM10 inh | tim10-1 inh | Mdm2-MdmX inh | NR3A LBD binder | tim23-1 inh
COc1ccc(NC(=O)c2sc(N)nc2-c2ccccc2)cc1
 : 0.1 | 10.6 | -1.5 | 1.0 | -0.8 | 12.5 | 20.9 | -9.8 | 17.6
CCN(CC)S(=O)(=O)c1ccc(Cl)c(NC(=O)COc2ccc(OC)cc2[N+](=O)[O-])c1
 : 0.2 | 6.7 | -2.0 | -1.5 | 0.1 | 5.1 | 0.7 | 1.0 | 0.8
COCCOC(=O)c1sc(=S)n(CCOC)c1N
 : 5.2 | 3.4 | -5.0 | 0.5 | -8.0 | 9.4 | 24.0 | 0.0 | 3.3
Cc1ccc(C(=O)Nc2cccc(C(F)(F)F)c2)cc1NC(=O)c1csc(-c2ccncc2)n1
 : 3.7 | 16.4 | 5.8 | -4.1 | -1.2 | -9.0 | 18.4 | 5.3 | 1.0
CC(C)CCNC(=O)C1CCN(S(=O)(=O)c2ccc3c(c2)CC(C)N3C(=O)C2CCC2)CC1 (stereo unspecified)
 : 1.2 | -0.7 | -4.0 | -4.2 | 2.6 | 11.6 | 17.8 | -1.0 | 1.1

(more compounds)
SMILES	CHOP UPR activ	NLRP3 yeast inh	APJ ag	XBP1 UPR activ	TIM10 inh	tim10-1 inh	Mdm2-MdmX inh	NR3A LBD binder	tim23-1 inh
CCOC(=S)N/C(=N\S(=O)(=O)c1ccccc1)c1ccccc1	-2.0	7.2	-3.4	2.4	0.9	12.2	-13.0	-0.1	12.7
CCOC(=O)c1ccc(N2C(=O)C(O)=C(C(C)=O)C2c2ccccc2)cc1 (stereo unspecified)	2.5	9.2	-4.3	-1.5	-14.7	-8.5	10.4	1.1	3.4
COc1cc(-c2c(C#N)c(N)nc3c2CCCC3)ccc1O	1.1	-2.4	3.8	3.1	5.3	8.0	36.0	-2.5	15.7
CCNC(=O)c1sc(=S)n(CC)c1N	-1.6	7.3	-0.9	-1.6	-8.7	9.5	-2.3	0.8	4.8
Cc1cccc(N=C2NN=C(c3ccc4c(c3)OCCO4)CS2)c1	1.6	16.0	-6.5	-5.6	22.3	28.7	-55.2	3.4	26.6
O=C(Nc1ccccc1Br)c1cccc2ccccc12	1.0	24.7	-1.8	0.3	23.4	22.8	-1.3	1.2	15.7
O=C(NCCc1ccc(Cl)cc1)Nc1ccc(Cl)cc1	3.0	31.8	2.2	-0.8	8.0	16.0	-16.8	20.1*	0.9
CCCn1c(=O)[nH]c(=O)c2c1nc(-c1ccc(OC(F)F)c(OC)c1)n2CCOC	-1.0	11.7	-1.8	3.9	11.3	18.7	0.7	-1.9	21.4
COc1ccc(C2N3CC4(C)CN2CC(C)(C3)C4O)cc1 (stereo unspecified)	-0.5	13.3	2.6	-0.5	-3.5	2.4	-33.2	-0.4	0.4
O=C(Oc1cccnc1)c1cc(S(=O)(=O)N2CCOCC2)ccc1Cl	15.4	7.7	-0.3	-3.1	-1.9	1.1	4.7	-9.4	1.4
COCCn1cnc2c(c1=O)c1nc3ccccc3nc1n2/N=C/c1cccc(OC)c1	0.9	20.7	1.4	12.3	8.5	32.7	42.1	2.9	20.4
Cc1cccc(S(=O)(=O)c2c(C)cc(C)nc2Cl)c1	-0.8	13.2	-1.3	0.3	-10.1	-1.3	-5.4	0.8	7.1
Cc1ccc(-c2c(C(=O)NC(C)C)oc(=O)c3ccccc23)cc1	-0.8	0.7	-2.1	-2.5	15.6	25.2	20.8	0.1	8.1
COc1ccc2cc(C3CC(c4ccco4)=NN3S(=O)(=O)c3ccccc3)c(Cl)nc2c1 (stereo unspecified)	3.2	-1.8	-0.3	0.8	21.0	46.7*	5.4	-3.9	21.2
Cc1cc2[nH]c(=O)c(=O)[nH]c2cc1S(=O)(=O)Nc1ccccc1F	0.8	20.4	-4.4	-4.3	3.3	-5.0	37.7	-2.7	-0.3
Cc1ccnc(NC(=O)CS(=O)(=O)c2ccccc2)c1	3.6	7.6	-1.2	3.2	8.2	-15.8	-21.2	-1.7	8.3
O=C(CSc1nc2ccccc2n1Cc1ccccc1)N/N=C/c1ccco1	0.1	8.8	-3.0	-0.3	3.2	20.4	-3.8	-1.0	37.9
O=C(NC(=S)Nc1ccc(N2CCCCC2)cc1)c1ccc2c(c1)OCCO2	6.8	-1.4	-3.1	4.3	7.5	12.7	17.8	-1.9	-4.5
O=C(Cc1ccccc1)NN1C(=O)C2C3C=CC(C3)C2C1=O (stereo unspecified)	-0.4	7.9	-2.9	-6.8	-9.0	7.9	14.0	-1.3	-2.8
COc1ccccc1/C=C\C(=O)NCC(=O)N/N=C(/C)c1cccc([N+](=O)[O-])c1	0.1	27.2	-1.2	-1.9	12.9	23.5	26.5	-12.1	18.5
Cc1cccn2cc(-c3ccccc3)nc12	1.1	10.5	-1.3	0.7	-0.4	16.2	-105.9	2.0	17.9
CCCNC(=O)COC(=O)c1ccc(OCC(=O)Nc2ccccc2OC)c(OC)c1	0.7	-5.9	0.8	5.0	3.8	10.9	48.0	-0.6	-7.9
COc1ccc(N2CCN(C(CNS(=O)(=O)c3cc(F)ccc3F)c3cccnc3)CC2)cc1 (stereo unspecified)	0.3	-17.1	-3.5	-4.0	13.6	6.0	25.5	0.9	13.1
COC(=O)c1ccccc1S(=O)(=O)N1CCC(C(=O)NCC2CCCO2)CC1 (stereo unspecified)	1.2	4.2	-1.6	-3.0	0.7	-3.1	-7.9	-1.8	-4.3
CCCOC(=O)Nc1sc2c(c1C(N)=O)CCCC2	5.3	11.2	-1.6	2.7	6.7	19.7	5.5	0.1	1.7
Cc1nnc(SCC(=O)NCc2ccco2)n1-c1ccccc1	-1.1	-0.8	-3.7	-0.6	1.8	13.6	-5.0	0.4	3.8
COc1ccc(N2CCN(C(=O)c3ccc(C)c(NC(=O)C4=C(C)OCCS4)c3)CC2)cc1	2.6	24.7	-4.3	-8.1	-0.3	14.1	20.1	0.1	8.3
O=C(COC(=O)[C@@H]1CC(O)CN1S(=O)(=O)c1ccc2c(c1)OCCO2)Nc1cc(F)ccc1F (stereo partly specified)	1.3	2.2	1.0	4.1	2.0	-0.5	3.9	-0.2	4.1
Cc1c(C)n(CC(O)CN2CCN(C)CC2)c2ccccc12 (stereo unspecified)	1.5	-0.4	-2.1	-1.9	8.9	14.3	13.6	1.0	5.1
CCOC(=O)c1cc(C(=O)OCC)c(=O)[nH]c1SCc1ccccc1	-1.2	6.4	-2.2	-3.1	-17.2	-18.8	13.8	-3.7	22.0

Random draw from the library, and some 8.2% of all compounds hit somewhere here.
